# Screens deposited in PubChem by National Center for Advancing Translational Sciences (NCATS).
# Pin1 inh: qHTS Assay to Find Inhibitors of Pin1 | Pin1 FP peptide displacement, HiFluor488, 10 min | Potency, µM (titrated, usually from 115 µM), without a hit: at the top dose activity, negative = inhibition, hits mostly inhibitors | hit rate 0.009% among 390,000; active means well fitted inhibition curve with a large enough effect in the polarisation, with a control signal flat, not every such curve was filed as active; inconclusive means small, poorly fitted or top-dose-only effect, or effect the other way, or a change in a side signal; inactive means no such curve, though single readings can be large or run the other way; the % refers to the polarisation; further: potency means the concentration at half of the fitted maximal effect; on the % scale 0 is the no-effect control and ±100 the full control effect
# PI4K2A inh: qHTS for small molecular inhibitors of PI4K2A; purified PI4K2A, ADP-Glo luminescence, 1 h; stronger effect = lower value; activity change, negative = inhibition, % at 76.9 µM; hit rate 0.13% among 420,000; in the data active means activity change below about -50%; inconclusive means mostly about -30% to -49%;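 further: -100% = wells without enzyme as full effect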
#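 In this quantitative HTS, ADP production by PI4K2A was quantified luminescently after 1 h at ambient temperature; 100 microM adenosine served as plate-quality control.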
# G9a inh: qHTS Assay for Inhibitors of Histone Lysine Methyltransferase G9a; Histone-lysine N-methyltransferase EHMT2 (Homo sapiens), Q96KQ7; G9a H3K9 monomethylation, AlphaScreen, 2 h; Potency, µM (top dose mostly 102 µM), for inactives: at the top dose activity, negative = inhibition, most hits filed as inhibitors; hit rate 8.8% among 350,000; further: potency means the concentration at half of the fitted maximal effect; on the % scale 0 is the no-effect control and ±100 the full control effect; nearly all actives have a fitted effect of over 75% in size
# Target sequence (Q96KQ7 913-1193 limits assumed): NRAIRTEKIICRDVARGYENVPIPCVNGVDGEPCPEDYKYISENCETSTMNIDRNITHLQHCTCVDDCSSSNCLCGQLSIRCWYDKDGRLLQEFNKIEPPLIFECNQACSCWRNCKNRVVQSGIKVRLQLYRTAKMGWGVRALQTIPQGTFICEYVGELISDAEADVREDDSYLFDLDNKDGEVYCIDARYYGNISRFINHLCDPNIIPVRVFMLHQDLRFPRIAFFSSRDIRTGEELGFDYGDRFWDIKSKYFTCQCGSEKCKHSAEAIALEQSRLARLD
#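 Readings reflect AlphaScreen signal from monomethyl-H3K9 antibody detection. HMT at 20 nM; substrate b-H3K9 500 nM; cofactor SAM 20 uM; 2 h RT reaction; compounds tested as titrations in qHTS with 15 min preincubation.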
# GLS inhibitor: qHTS for Inhibitors of Glutaminase (GLS). AID 624170, 2012. Potency, µM (titrated, usually from 45.5 µM), for the others: top-dose activity change, negative = inhibition, actives largely listed as inhibitors. hit rate 0.21% among 410,000. GLS enzymatic activity, qHTS titration. Glutaminase kidney isoform, mitochondrial (Homo sapiens), O94925; further: potency means the concentration at half of the fitted maximal effect; on the % scale 0 is the no-effect control and ±100 the full control effect
# Target sequence (O94925 whole entry, looked up, canonical isoform): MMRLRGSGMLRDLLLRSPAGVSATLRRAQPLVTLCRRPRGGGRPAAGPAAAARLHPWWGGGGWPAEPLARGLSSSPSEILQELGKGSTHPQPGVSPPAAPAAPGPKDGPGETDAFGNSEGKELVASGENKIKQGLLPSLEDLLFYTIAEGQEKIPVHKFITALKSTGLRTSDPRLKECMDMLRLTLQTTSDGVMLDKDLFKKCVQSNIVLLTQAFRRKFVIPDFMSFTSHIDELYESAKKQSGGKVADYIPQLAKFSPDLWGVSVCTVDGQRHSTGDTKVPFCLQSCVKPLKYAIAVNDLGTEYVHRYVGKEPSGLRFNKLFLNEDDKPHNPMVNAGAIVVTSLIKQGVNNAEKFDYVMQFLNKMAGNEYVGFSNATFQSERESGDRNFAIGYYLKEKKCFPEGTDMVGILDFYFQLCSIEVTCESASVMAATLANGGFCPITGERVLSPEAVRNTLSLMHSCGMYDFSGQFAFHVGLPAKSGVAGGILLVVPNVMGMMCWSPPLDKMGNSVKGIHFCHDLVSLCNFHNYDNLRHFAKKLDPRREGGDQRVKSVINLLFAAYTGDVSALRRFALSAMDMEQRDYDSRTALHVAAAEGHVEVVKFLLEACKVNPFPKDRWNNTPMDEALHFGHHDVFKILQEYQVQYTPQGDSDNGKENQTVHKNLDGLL
#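 Enzyme dispensed in phosphate buffer (45 mM, pH 8.2, 0.02% Tween-20), compounds pinned in, then 1 mM L-glutamine solution and the glutamate oxidase–HRP–Amplex Red mix added; fluorescence read immediately and again after 30 min at room temperature.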
# JMJD2A Tudor inh: qHTS Assay for Inhibitors of JMJD2A-Tudor Domain | AlphaScreen JMJD2A-Tudor / H3K4me3 peptide binding | Lysine-specific demethylase 4A (Homo sapiens), O75164 | Potency, µM (highest dose often 114 µM), for inactives: top-dose activity change, negative = inhibition, hits mostly inhibitors | hit rate 4.4% among 390,000; further: potency means the concentration at half of the fitted maximal effect; on the % scale 0 is the no-effect control and ±100 the full control effect; nearly all actives have a fitted effect of over 50% in size
# Pol eta inh: qHTS for Inhibitors of Polymerase Eta. DNA polymerase eta (Homo sapiens), Q9Y253. recombinant Pol eta, fluorescent DNA replication assay. Potency, µM (highest dose often 114 µM), for inactives: at the top dose activity change, negative = inhibition, most hits filed as inhibitors. hit rate 1.2% among 390,000. AID 588591, 2011; further: potency means the concentration at half of the fitted maximal effect; on the % scale 0 is the no-effect control and ±100 the full control effect
#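 Pol eta (10 nM) was preincubated with compounds for 15 min at room temperature, after which fluorescent replication substrate (50 nM final) was added to start the reaction. Fluorescence was read kinetically at 0 and 10 min.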
# BAZ2B block: qHTS Assay for Inhibitors of BAZ2B. Bromodomain adjacent to zinc finger domain protein 2B (Homo sapiens), Q9UIF8. AlphaScreen BAZ2B-H3K14Ac peptide displacement. Potency, µM (doses to about 114 µM), inactives show at the highest dose activity change, negative = inhibition, usual class: inhibitors. hit rate 4.4% among 360,000. AID 504333, 2011; further: potency means the concentration at half of the fitted maximal effect; on the % scale 0 is the no-effect control and ±100 the full control effect; nearly all actives have a fitted effect of over 60% in size
#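 BAZ2B 50 nM plus b-H3(5-23)K14Ac 50 nM, PBS pH 7.4/0.01% Tween-20, 30 min RT; compound added (max 110 uM), 30 min RT; streptavidin donor/Ni-chelate acceptor beads 10 ug/mL final, 20 min dark; AlphaScreen read.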
# PGK inhibitor: qHTS Assay to Find Inhibitors of Phosphoglycerate Kinase. PGK/GAPDH coupled, Kinase-Glo luminescence, 60 min. Potency, µM (series often up to 57.5 µM), without a hit: at the highest dose activity change, negative = inhibition, hits mostly inhibitors. hit rate 0.043% among 380,000. Phosphoglycerate kinase, glycosomal (Trypanosoma brucei brucei), P07378. AID 602233, 2012; further: potency means the concentration at half of the fitted maximal effect; on the % scale 0 is the no-effect control and ±100 the full control effect; nearly all actives have a fitted effect of over 60% in size
#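 Luminescent ATP detection (Kinase-Glo Plus) follows a 60-minute room-temperature incubation, with wells lacking PGK as controls. Buffer: 100 mM TEA (pH 7.6), 5 mM MgCl2, 0.01% Tween-20. Coupling enzyme GAPDH (100 nM final) supplies unstable 1,3-BPG in-well.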
# HP1b binding inh: HTS for Inhibitors of HP1-beta Chromodomain Interactions with Methylated Histone Tails. hit rate 0.56% among 390,000. AlphaScreen HP1-beta / biotin-H3K9me3 peptide binding. Potency, µM (top dose mostly 114 µM), inactives show top-dose activity change, negative = inhibition, actives largely listed as inhibitors; further: potency means the concentration at half of the fitted maximal effect; nearly all actives have a fitted effect of over 70% in size; inactives centre near 23
#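 AlphaScreen: HP1-beta (50 nM) preformed 30 min with biotin-H3(1-18)K9me3 peptide (50 nM) in PBS pH 7.4, 0.01% Tween-20. Compound added for 30 min at RT, then streptavidin donor/nickel chelate acceptor beads (10 ug/mL) for 30 min.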
# The depositor's hits bear a star; i = inactive; ? = inconclusive; · = not tested or not shown; [ ] = dose if it differs, or a comment. Unless noted, the call rests on the fitted dose curve; in most records, active means well fitted curve in the direction sought with a large enough effect; inconclusive means small, poorly fitted or top-dose-only effect, or another doubt; inactive means no such curve, though single readings can be large; an effect the other way counts as inactive or inconclusive. These rows are one share of the data, so the mix of outcomes need not match the whole.
SMILES,Pin1 inh,PI4K2A inh,G9a inh,GLS inhibitor,JMJD2A Tudor inh,Pol eta inh,BAZ2B block,PGK inhibitor,HP1b binding inh
CC(NC(=O)c1cc(-c2cccnc2)nc2ccc(Br)cc12)C1CCCO1 (centres undefined),-14%,3,18%[12.7 µM],5%,-11%,1%,-4%,-11%,6%
COCC(=O)Nc1nnc(Cc2ccc(OC)cc2)s1,4%,-3,-1%[59 µM],0%,-8%,2%,2%,0%,13%
Cc1ccc(S(=O)(=O)N(C)C)cc1NC(=O)COC(=O)CNC(=O)c1cccs1,2%,2,-36%,-6%,-6%,2%,12%,-2%,10%
COc1cc2ncc(S(=O)(=O)c3ccccc3)c(N3CCCC(C)C3)c2cc1OC (centres undefined),-2%,-7,?,5%,-31%,-13%,-13%,0%,5%
Cn1c(CCc2ccccc2)nnc1SCC(N)=O,-1%,1,14%,4%,-5%,4%,-4%,0%,13%
CCN(CC)C(=O)N1c2ccccc2CC(N(CC)CC)c2ccccc21 (centres undefined),6%,-15,-4%[59 µM],24%,-14%,-4%,10%,-8%,20%
O=C1CCC(=O)N1CCc1c[nH]c2ccccc12,-5%,9,-3%,14%,-19%,-11%,-2%,3%,10%
CC(CC(=O)N(CCC1=CCCCC1)c1c(N)n(Cc2ccccc2)c(=O)[nH]c1=O)c1ccccc1 (centres undefined),1%,1,?,6%,-26%,-2%,8%,-6%,-5%
O=[N+]([O-])c1ccc(C2=NN(CCO)C(=Nc3ccc(OC(F)(F)F)cc3)SC2)cc1,?,-10,16µM*,6%,?,-20%,?,-10%,?
Cc1ccc(NS(=O)(=O)c2c(C)[nH]c(C)c2C(=O)N2CCCCC2)cc1F,-14%,8,-22%,3%,-20%,-6%,-16%,-1%,39%[activator]
O=C(CN(C(=O)CCC(=O)Nc1nccs1)c1ccccc1F)NCC1CCCO1 (centres undefined),0%,1,-1%[59 µM],5%,5%,-5%,-3%,4%,22%
Cc1nn(-c2ccccc2)c(NC(=O)c2ccccc2)c1Br,0%,-11,3%[12.7 µM],2%,-2%,-13%,25%,-10%,29%
O=C(CCCc1nc(-c2ccc(Cl)cc2)no1)N1CCOCC1,11%,2,?,7%,-10%,-1%,-5%,i,27%
CC(=O)c1cccc(N2C(=NC(=O)C3CCCCC3)SC3CS(=O)(=O)CC32)c1 (centres undefined),-1%,7,-3%,-6%,0%,-13%,-7%,0%,41%[activator]
CC1(C)CN(c2ccccc2)N(C(=O)c2ccc(C#N)cc2)C1=O,-5%,10,5%,8%,-3%,-14%,-22%,i,41%[activator]
O=[N+]([O-])c1ccc(O)c(C=NN2CCCCC2)c1,·,4,·,21%,·,-4%,·,i,·
COCc1nc2sc(C)c(C)c2c(=O)[nH]1,-2%,-3,-6%[59 µM],-3%,11%,-8%,9%,-2%,37%[activator]
COc1ccc(-c2ccc3c(N)c(C(=O)Nc4ccc(C)cc4C)sc3n2)cc1OC,22%,-2,?,14%,-14%,-4%,-13%,-4%,44%[activator]
C=CCn1c(SCC(=O)Nc2ccc(C(=O)O)cc2)nnc1-c1cccnc1,-3%,6,?,0%,-15%,-14%,-17%,-12%,22%
CN(CC(=O)Nc1ccc(N2CCOCC2)cc1)C(=O)c1ccc(O)c(Cl)c1,0%,3,-19%,-4%,-4%,-19%,-19%,1%,17%
CCOc1ccc(CNC(=O)C2CCN(c3nnc(-n4c(C)ccc4C)s3)CC2)cc1,-1%,4,-18%[59 µM],-12%,-24%,·,-16%,·,9%
CC(C)(C)C(=O)OCCNc1nc(-c2ccccc2)nc2ccccc12,3%,0,13%[59 µM],-4%,40%[activator],-30%,10%,3%,85%[activator]
O=C(NC1CCCC1)C(c1ccccn1)N(C(=O)c1csnn1)c1ccccc1Br (centres undefined),3%,-3,6%[0.501 µM],0%,?,-2%,6%,-6%,-2%
COc1cc(CN2CCN(Cc3cccc(OC)c3OC)CC2)cc(OC)c1,-13%,11,45µM*,-7%,4µM*,-8%,18µM*,-3%,35µM*
CC(=O)OCc1nc2ccccc2s1,-3%,-6,73%[activator][59 µM],-13%,1%,-13%,4%,-16%,9%
CCOC(=O)c1nc2nc(-c3cccs3)cc(C(F)(F)F)n2n1,5%,0,?,0%,-1%,-12%,1%,9%,25%
COc1ccc(-c2nn(-c3ccccc3)cc2C(=O)Nc2nccs2)cc1,7%,0,-32%,2%,-23%,-5%,-11%,i,18%
COc1ccc(NC(=O)CC2C(=O)N(c3cccc(OC)c3)C(=O)N2CCC2=CCCCC2)cc1 (centres undefined),4%,-6,15%[59 µM],-1%,-15%,-16%,-12%,-6%,35%[activator]
O=C(NCCc1ccccn1)c1nc(Cn2ccc([N+](=O)[O-])n2)no1,0%,1,26%,8%,-11%,-13%,6%,-4%,9%
S=C(NC1CC1)N1CCN(c2ccc(Cl)cc2)CC1,-5%,-2,9%,4%,-14%,-11%,-12%,-6%,29%

# The closing two entries of the part above are carried over, then new ones follow.
SMILES,Pin1 inh,PI4K2A inh,G9a inh,GLS inhibitor,JMJD2A Tudor inh,Pol eta inh,BAZ2B block,PGK inhibitor,HP1b binding inh
O=C(NCCc1ccccn1)c1nc(Cn2ccc([N+](=O)[O-])n2)no1,0%,1,26%,8%,-11%,-13%,6%,-4%,9%
S=C(NC1CC1)N1CCN(c2ccc(Cl)cc2)CC1,-5%,-2,9%,4%,-14%,-11%,-12%,-6%,29%
O=C(COn1nnc2ccc(S(=O)(=O)N3CCOCC3)cc21)NCc1cccc(Cl)c1,·,1,·,1%,·,-24%,·,9%,·
COc1ccc(NS(=O)(=O)c2cccc(C(=O)NNC(=O)CN3C(=O)NC(C)(C)C3=O)c2)cc1,-7%,-3,11%[2.33 µM],12%,-8%,-12%,-3%,-4%,28%
COCCNC(=S)N=Nc1c(O)[nH]c2ccc([N+](=O)[O-])cc12,-1%,-3,·,9%,25µM*,-18%,-4%,i,14%
COc1ccc(Cl)cc1NC(=O)COC(=O)c1ccc(Br)o1,-8%,-1,·,11%,-7%,-22%,·,-8%,9%
CC12CCC(C(=O)Nc3cccc(NC(=O)C45CCC(C)(C(=O)O4)C5(C)C)n3)(OC1=O)C2(C)C,2%,-3,-8%[59 µM],2%,-9%,-4%,-1%,0%,19%
O=c1c(C=NCc2cccnc2)c(C(F)(F)F)[nH]n1-c1nc2ccccc2s1,-1%,-16,?,?,-11%,-12%,?,-14%,24%
COc1cccc(-c2c(C(=O)N/N=C/c3ccncc3)nnn2-c2nonc2N)c1,-5%,4,0%,-1%,-8%,-19%,1%,-6%,25%
O=C(O)c1cnc(N2CCOCC2)nc1,5%,-3,2%,-4%,-5%[11.4 µM],-14%,-12%,-11%,27%
Cc1cc(S(=O)(=O)NCC(c2ccc3c(c2)OCO3)N2CCOCC2)ccc1F (centres undefined),-1%,6,?,-8%,-11%,-14%,4%,-2%,41%[activator]
CCCCNC(=O)CSc1nc2cc3c(cc2c(=O)n1Cc1ccco1)OCO3,-3%,0,?,-8%,1%,-6%,-17%,i,28%
Cc1ccc(C)c(OCCC(=O)OCC(=O)NC2CC2)c1,-7%,2,-6%,-1%,-14%,-1%,11%,-2%,-17%
CC1(C(=O)NC2CCCC2)CCC(=O)N1CCC1=CCCCC1 (centres undefined),2%,-4,-19%[59 µM],0%,3%,-21%,-3%,-2%,45%[activator]
CCCOc1cccc(-c2cc(C(=O)NN)c3ccccc3n2)c1,-2%,3,9%,34%,-1%,-7%,-8%,15%,29%
O=C(Nc1ccccc1Cl)OCC#CCOC(=O)Nc1ccccc1Cl,·,-4,·,-12%,·,-17%,·,1%,·
Fc1cccc(F)c1/C=N/N1CCOCC1,0%,5,-44%,6%,-9%,-12%,·,0%,21%
CCOC(=O)/C=C/C(=O)OCc1csc(CC(=O)Nc2ccccc2C)n1,24%,9,29%,3%,0%,-19%,50µM*,-3%,50%[activator]
Cc1ccc2nc(N(Cc3cccnc3)C(=O)CCc3ccccc3)sc2c1,16%,-3,9%[59 µM],4%,4%,-12%,-15%,-3%,41%[activator]
O=C(Cc1ccc(NC(=O)C2CCN(C(=O)C3CCC3)CC2)cc1)Nc1cccc(C(=O)N2CCCC2)c1,-1%,5,·,4%,-6%,-13%,·,i,35%
CCOc1cc(NC(=O)c2ccccn2)c(OCC)cc1NC(=O)c1ccc(OC)cc1,2%,-4,-5%,14%,-6%,-22%,-26%,-1%,33%
CCCCCCNC(=O)CCNC(=O)c1cc(OC)c(OC)c(OC)c1,-10%,-4,-25%[59 µM],-1%,-2%,-12%,3%,-5%,64%[activator]
CN(c1ccccc1)c1ncnc2c1cnn2C,-5%,-5,0%[59 µM],6%,-22%,-14%,2%,-1%,28%
O=C(Nc1nc2c(F)cccc2s1)c1ccc(S(=O)(=O)N2CCOCC2)cc1,0%,3,-3%[59 µM],0%,-10%,-21%,1%,-8%,27%[57 µM]
